TGFb SMAD3 inh = qHTS for Inhibitors of TGF-b. Potency, µM (highest dose often 46.1 µM), for the others: at the highest dose activity, negative = inhibition, usual class: inhibitors. hit rate 1.2% among 410,000. AID 588855, 2011. HepG2 CAGA-GFP TGF-b/SMAD3 reporter, GFP fluorescence, 18 h; TGF-beta stimulated, 500 pg/mL final; note: potency is the fitted concentration of half-maximal effect; % is set by controls: 0 for no effect and ±100 for the full control effect; nearly all actives have a fitted effect of over 65% in size
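HEPG2 CAGA-GFP, 1000 cells/well; 2 h settle, 37 C; cpd via pin tool; TGF-b 500 pg/mL final; 18 h, 37 C; GFP imaging ex488/em500-530; %Activity normalised to -TGF-b and +DMSO controls; CRC fit, curve class.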
Nrf2 activator = qHTS of Nrf2 Activators. Potency, µM (series often up to 46.1 µM), without a hit: at the top dose activation, actives largely listed as activators. AREc32 ARE-luciferase reporter (MCF7-derived line), luminescence, 24 h. AID 624171, 2012. hit rate 0.31% among 410,000; note: potency is the fitted concentration of half-maximal effect; % of control where 0% means no effect; nearly all actives have a fitted effect of over 65% in size
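AREc32 cells carrying an ARE-driven firefly luciferase reporter were seeded at 1000 cells/well in OPTI-MEM with 5% FBS, then exposed to compound for 24 hr at 37 deg C. Luminescence was read with Steady-Glo after 30 min at RT.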
Nrf2 block = Nrf2 qHTS screen for inhibitors; A549 ARE-Fluc reporter, luciferase luminescence, 18-24 h; Potency, µM (titrated, usually from 46 µM), for inactives: at the highest dose activity change, negative = inhibition, hits mostly inhibitors; hit rate 2.1% among 360,000; note: potency is the fitted concentration of half-maximal effect; % is set by controls: 0 for no effect and ±100 for the full control effect; nearly all actives have a fitted effect of over 60% in size
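Cells were seeded and rested 2 h, then exposed to compounds for 18-24 h. CellTiter-Fluor was read first as a viability measure. BugLite was added 15 min before the final luminescent read of ARE-luciferase activity in A549 cells.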
EPAC2 antag = qHTS for Antagonist of cAMP-regulated guanine nucleotide exchange factor 2 (EPAC2): primary screen | EPAC2 GEF exchange of Rap1B-BODIPY-GDP, fluorescence | Potency, µM (highest dose often 114 µM), inactives show at the highest dose activity, negative = inhibition, actives largely listed as inhibitors | hit rate 0.18% among 360,000 | Rap guanine nucleotide exchange factor 4 (Homo sapiens), Q8WZA2; note: potency is the fitted concentration of half-maximal effect; % is set by controls: 0 for no effect and ±100 for the full control effect; nearly all actives have a fitted effect of over 45% in size; many of its hits are not listed in these tables
Target sequence (Q8WZA2 whole entry, looked up): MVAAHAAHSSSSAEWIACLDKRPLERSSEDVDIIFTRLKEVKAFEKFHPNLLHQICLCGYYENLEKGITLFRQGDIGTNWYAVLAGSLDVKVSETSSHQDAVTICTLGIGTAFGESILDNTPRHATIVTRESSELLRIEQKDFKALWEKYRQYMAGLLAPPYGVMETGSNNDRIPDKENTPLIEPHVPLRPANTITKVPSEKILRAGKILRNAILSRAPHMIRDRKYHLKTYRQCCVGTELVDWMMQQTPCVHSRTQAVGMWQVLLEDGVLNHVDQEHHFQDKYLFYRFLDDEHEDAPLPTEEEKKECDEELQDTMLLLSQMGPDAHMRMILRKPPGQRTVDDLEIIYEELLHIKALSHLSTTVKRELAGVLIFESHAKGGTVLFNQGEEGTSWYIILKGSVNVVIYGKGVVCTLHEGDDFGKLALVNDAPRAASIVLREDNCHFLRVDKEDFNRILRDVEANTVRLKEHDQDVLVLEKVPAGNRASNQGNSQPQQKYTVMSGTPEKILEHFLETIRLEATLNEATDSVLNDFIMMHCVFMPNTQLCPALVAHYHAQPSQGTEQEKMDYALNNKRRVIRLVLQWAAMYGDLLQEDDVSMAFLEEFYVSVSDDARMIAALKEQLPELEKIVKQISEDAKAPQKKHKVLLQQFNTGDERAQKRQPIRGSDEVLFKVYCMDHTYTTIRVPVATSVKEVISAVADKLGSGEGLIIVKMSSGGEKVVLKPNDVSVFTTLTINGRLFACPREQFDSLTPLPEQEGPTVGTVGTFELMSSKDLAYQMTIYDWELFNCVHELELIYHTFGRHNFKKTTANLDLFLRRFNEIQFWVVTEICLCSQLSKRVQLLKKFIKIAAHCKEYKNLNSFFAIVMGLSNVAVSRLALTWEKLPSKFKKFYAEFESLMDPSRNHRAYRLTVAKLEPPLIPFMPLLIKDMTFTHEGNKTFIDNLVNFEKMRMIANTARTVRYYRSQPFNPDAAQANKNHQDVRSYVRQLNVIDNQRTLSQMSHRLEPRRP
A549 tox = Nrf2 qHTS screen for inhibitors: counterscreen for cytotoxicity. A549 ARE-Fluc cells, CellTiter-Fluor viability, 18-24 h. Potency, µM (titrated, usually from 46 µM), for inactives: at the top dose activity change, negative = cytotoxicity, usual class: inhibitors. hit rate 0.16% among 390,000. AID 504648, 2011; note: potency is the fitted concentration of half-maximal effect; % is set by controls: 0 for no effect and ±100 for the full control effect
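A549 ARE-Fluc cells in 5% FBS OPTI-MEM, 5000 cells/well, rested 2 h then exposed to compounds in concentration-response for 18-24 h at 37 °C. Viability by CellTiter-Fluor fluorescence (Ex 405/Em 525) after 30 min; luciferase luminescence (BugLite, 15 min, RT) read afterwards.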
pAkt inh = HTS Assay for Inhibitors of Akt Phophorylation: Primary Screen. AID 651550, 2012. Neuro2A IGF-stimulated pAkt S473 HTRF, 20 min; stronger effect = lower value. hit rate 0.32% among 360,000. activity change, % for hits at 50 µM; in the data active = activity change below about -80%; inconclusive = mostly about -51% to -80%; note: % is set by controls: 0 for no effect and ±100 for the full control effect
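Neuro2A cells (4,500/well, DMEM with 0.5% FBS) were treated with compound at a single 50 µM final concentration, stimulated with 6 nM IGF for 20 min at 37 °C, and lysed. Phospho-Akt Ser473 was read by HTRF as 665/615 ratio ×10^4.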
EPAC2 ag = qHTS for Agonist of cAMP-regulated guanine nucleotide exchange factor 4 (EPAC2): primary screen; Potency, µM (doses to about 154 µM), for the others: at the highest dose activation, hits mostly activators; Rap guanine nucleotide exchange factor 4 (Homo sapiens), Q8WZA2; EPAC2 activation, biochemical qHTS; response scale: 100% = 6.5 mM cAMP response; hit rate 0.079% among 360,000; note: potency is the fitted concentration of half-maximal effect; nearly all actives have a fitted effect of over 50% in size
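Guanine nucleotide exchange by EPAC2 is measured as reduced fluorescence of BODIPY-GDP once it is released from 250 nM Rap1B. Plates are read kinetically for 30 min at room temperature; results are scaled to 6.5 mM cAMP.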
CCT modulator = High-Throughput Screening for Modulators of Cytosolic Chaperonin Activity; purified chaperonin ATPase assay, HTRF ADP detection, 30 min; activity change, % (test concentration not listed), hits read low; hit rate 0.3% among 360,000; AID 651819, 2012; in the data active = activity change below about -30%; note: % is set by controls: 0 for no effect and ±100 for the full control effect
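Nucleotide hydrolysis assay: TRiC at 20–40 nM final (set by batch activity) with 10 uM ATP, 30 min at 37 °C, in presence of 76 uM compound. Detection by competitive ADP HTRF, 30 min ambient.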
MmCpn inh = Inhibitors of TCP-1 ring complex (TRiC) of Methanococcus maripaludis (MmCpn): qHTS; hit rate 0.031% among 330,000; purified Mm-Cpn ATPase, ADP Transcreener TR-FRET; Potency, µM (series often up to 76.9 µM), for the others: at the top dose activity, negative = inhibition, hits mostly inhibitors; note: potency is the fitted concentration of half-maximal effect; % is set by controls: 0 for no effect and ±100 for the full control effect; nearly all actives have a fitted effect of over 80% in size
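Eu-cryptate anti-ADP/ADP-d2 competition gives a ratio inversely related to ADP. Enzyme at 25 nM was pre-exposed to compound for 10 min, then given 10 uM ATP for 30 min, 37°C throughout.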
Numbers without * were called inactive; i = inactive; u = inconclusive; x = not tested or not shown; [ ] = dose if it differs, or a comment. Unless noted, calls come from the whole dose curve; as a rule, active = well fitted curve in the direction sought with a large enough effect; inconclusive = small, poorly fitted or top-dose-only effect, or another doubt; inactive = no such curve, though single readings can be large; an effect the other way counts as inactive or inconclusive.

No. | Structure | TGFb SMAD3 inh | Nrf2 activator | Nrf2 block | EPAC2 antag | A549 tox
1 | CC(=O)c1ccc(NC(=O)C2(c3ccccc3)CCOCC2)cc1 | 4% | 2.7% | u | -2% | 1%
2 | Cc1cc(C)cc(-n2ncc3c2CCCC3NC(=O)CCN2Cc3ccccc3C2=O)c1 (centres undefined) | -26% | 0.8% | -9% | -2% | 4%
3 | Cc1cc(NC(=O)Cn2nc(C)n3cccc3c2=O)ccc1Br | 23% | -0.8% | 4% | x | 5%
4 | N#CC1=C2SCN(Cc3ccccc3)CN2C(=O)CC1c1cccs1 (centres undefined) | -2% | 0.7% | -28% | 6% | -4%
5 | COc1cc(C)nn1-c1ccc(Cl)cc1 | 6% | -0.8% | 6% | 2% | 4%
6 | CCOC(=O)c1ccc(NC(=O)NNC(=O)CCc2ccc(OC)cc2)cc1 | -2% | -1.0% | 2% | 2% | 10%
7 | COc1ccccc1-c1cc(NC=O)c2ncc(-c3ccc(S(C)(=O)=O)cc3)n2c1 | -8% | 28% | x | 12% | x
8 | Cc1nn(-c2ccccc2)c(C)c1/C=C1\C(=O)N(C)C(=S)N1C | -19% | 3.7% | 11% | -22% | -12%
9 | Cc1ccccc1NC(=O)c1ccc(CN2CC(=O)N3CCCCC3C2=O)cc1 (centres undefined) | 1% | 0.6% | -4% | -1% | 1%
10 | C=CCc1cccc(OC)c1OCCOCCNCCO | 12% | 0.2% | 4% | 8% | 2%
11 | Brc1ccc(N=Nc2ccc3ccccc3n2)cc1 | -5% | u | u | 4% | 5%
12 | CCc1ccc(N(CC(=O)Nc2ccc(OC)cc2OC)S(C)(=O)=O)cc1 | 11% | 0.1% | 5% | 0%[57.1 µM] | -3%

No. | pAkt inh | EPAC2 ag | CCT modulator | MmCpn inh
1 | i | 4% | -4.0 | -2%
2 | i | -1% | -1.2 | -2%
3 | x | x | x | x
4 | i | 12% | -0.9 | -16%
5 | i | 3% | -0.4 | 1%
6 | i | 10% | -2.5 | 1%
7 | i | 12% | 0.3 | x
8 | i | 2% | -1.8 | -6%
9 | i | 4% | 0.7 | 1%
10 | i | 7% | 1.3 | -2%
11 | i | 1% | 0.2 | -2%
12 | i | -20% | -2.8 | 0%

The final 2 records of the part above come first, to join the parts:
No. | Structure | TGFb SMAD3 inh | Nrf2 activator | Nrf2 block | EPAC2 antag | A549 tox
11 | Brc1ccc(N=Nc2ccc3ccccc3n2)cc1 | -5% | u | u | 4% | 5%
12 | CCc1ccc(N(CC(=O)Nc2ccc(OC)cc2OC)S(C)(=O)=O)cc1 | 11% | 0.1% | 5% | 0%[57.1 µM] | -3%
13 | COc1ccc(C)cc1NC(=O)COC(=O)CCC(=O)c1cccs1 | 7% | -1.0% | 4% | -17% | 0%
14 | O=C(CN(C1CCCCC1)S(=O)(=O)c1ccccc1)NCC1CCCO1 (centres undefined) | 6% | 0.0% | -1% | 0% | 0%
15 | COc1ccc(C(C)=O)cc1CN1C(=O)NC2(CCCCC2)C1=O | 18% | 0.3% | 6% | 0% | -6%
16 | Cc1ccc(NC(=O)c2c(NC(=O)C(F)(F)F)sc3c2CCCCC3)cc1 | 1.1µM* | -0.5% | 2.6µM* | x | u
17 | COCCc1nnc(NC(=O)C23CC4CC(CC(C4)C2)C3)s1 | -5% | 0.2% | 1% | 7% | 2%
18 | Cc1ccccc1NC(=O)c1c(-c2ccccc2)noc1C | 3% | 0.0% | 29% | 4% | -7%
19 | O=C(O)CSc1nc(-c2ccccc2)nc2c1CCCC2 | 3% | -0.4% | -12% | 9% | -1%
20 | NC(=O)c1cc2cc(Br)ccc2o/c1=N/NC(=O)c1cccc(F)c1 | -6% | 3.5% | -2% | 4% | -1%
21 | CCCCC(=O)Nc1ccc(NC(=O)c2ccc(C)c([N+](=O)[O-])c2)cc1OC | -3% | -0.1% | -15% | 5% | 10%
22 | Cc1sc2nc(SCC(=O)NCc3ccco3)n(CCc3ccccc3)c(=O)c2c1C | -6% | 16% | u | 5% | u
23 | COC(=O)COc1c(Cl)cc(C(c2c(C)[nH][nH]c2=O)c2c(C)[nH][nH]c2=O)cc1OC | -2% | 0.1% | -7% | -1% | 3%
24 | Cc1ccc(S(=O)(=O)c2nc(-c3ccco3)oc2SC(C)c2ccccc2)cc1 (centres undefined) | -3% | 4.8% | -12%[9.27 µM] | x | 11%

No. | pAkt inh | EPAC2 ag | CCT modulator | MmCpn inh
11 | i | 1% | 0.2 | -2%
12 | i | -20% | -2.8 | 0%
13 | i | 4% | 0.1 | -5%
14 | i | -3% | -2.7 | 0%
15 | i | 5% | 1.7 | -1%
16 | x | x | x | x
17 | i | -4% | -2.0 | 2%
18 | x | -66%[inhibitor][15.6 µM] | -1.9 | 1%
19 | i | 5% | -4.4 | -4%
20 | i | 1% | -1.2 | 1%
21 | i | 0% | -2.9 | -1%
22 | i | -2% | 0.0 | -13%
23 | i | 6% | -0.1 | 3%
24 | x | x | x | x

Further results:
No. | Structure | TGFb SMAD3 inh | Nrf2 activator | Nrf2 block | EPAC2 antag | A549 tox
25 | Cc1ccc(CN(Cc2ccco2)C(=O)c2oc3c(C)c(C)ccc3c2C)cc1 | u | u | -5% | x | u
26 | COc1ccc(NC(=O)CSc2ccccc2)cc1S(=O)(=O)N1CCOCC1 | 11% | 1.9% | 4% | -5% | 12%
27 | O=[N+]([O-])c1ccc(N/N=C/c2sc(N3CCOCC3)nc2-c2ccccc2)c(S(=O)(=O)Nc2ccccc2Cl)c1 | -15% | 0.1% | 2.6µM* | -5% | 9.2µM*
28 | CC1(C(=O)OCC(=O)Nc2ccccc2)CC1(Cl)Cl (centres undefined) | -3% | 0.3% | u | -19% | 4%
29 | COc1cc(OC)nc(S(C)(=O)=O)n1 | -5% | 20% | 0% | 2% | -7%
30 | CCOC(=O)c1cc(S(=O)(=O)Nc2ccc(F)cc2F)cn1C | 4% | -0.4% | -23% | -12% | -6%
31 | CC(C)CCc1noc(CN(CC2CCC2)CC2CCCO2)n1 (centres undefined) | 1% | 2.0% | -4% | -16% | 7%
32 | CCCCNC(=O)C[C@@H]1C[C@@]2(C(=O)OC)CCCCC=C2N(Cc2cccc3ccccc23)C1=O | x | 2.8% | x | -3% | x
33 | O=C(COC(=O)c1ccc(S(=O)(=O)NCc2ccco2)cc1)NCc1ccc(F)cc1 | -2% | -1.1% | 9% | -7% | -4%
34 | COc1ccc(-c2cc(C(=O)N(C)Cc3cccc(OC)c3OC)c3ccccc3n2)cc1OC | 5% | 6.7% | -10% | 1% | 6%
35 | C/C(=N\Nc1cc(C)nc(-c2ccccc2O)n1)c1ccccc1 | -11% | -0.4%[9.22 µM] | 2% | 7% | 0%
36 | CC(C)(C)NC(=O)c1ccc(NC(=O)c2ccccc2-c2ccccc2C(=O)O)cc1 | 0% | -0.1% | 1% | 1% | 1%

No. | pAkt inh | EPAC2 ag | CCT modulator | MmCpn inh
25 | x | x | x | x
26 | i | 3% | 0.3 | -3%
27 | i | 2% | -1.1 | 1%
28 | i | 8% | -1.9 | 1%
29 | i | 3% | -0.8 | 2%
30 | i | -2% | -3.4 | -6%
31 | i | -6% | -0.4 | 1%
32 | i | 10% | 2.2 | x
33 | i | -4% | -1.0 | -4%
34 | i | 20% | -0.7 | -1%
35 | i | 1% | -0.9 | -7%
36 | i | 4% | -3.4 | -2%

Remaining list, next part.
No. | Structure | TGFb SMAD3 inh | Nrf2 activator | Nrf2 block | EPAC2 antag | A549 tox
37 | CC(=O)N1CCOc2ccc(S(=O)(=O)NCC3CCC(C(=O)Nc4ncccc4C)CC3)cc21 (centres undefined) | -11% | -1.4% | -11% | 1% | -4%
38 | O=C(N/N=C/C=C/c1ccccc1)c1ccccc1Br | 2% | 0.1% | 15% | 7% | -1%
39 | CC(C)Oc1cccc(C(=O)C2CCCN(C(=O)c3noc4c3CCCC4)C2)c1 (centres undefined) | -23% | 2.1% | u | -12% | -12%
40 | CC(NC(=O)NC(=O)c1cccc([N+](=O)[O-])c1)C1CC1 (centres undefined) | -2% | -0.5% | -1% | 0% | 1%
41 | CN1CCN(c2ccccc2NC(=O)COc2ccccc2)CC1 | 23% | -0.8% | -5% | -3% | -3%
42 | CN(CC(=O)Nc1ccccc1Cl)C(=O)C1CCN(C(=O)c2ccc(Cl)cc2)CC1 | 0% | 0.1% | 9% | -4% | -2%
43 | CN(CCNC(=O)C1CCC(=O)N(Cc2cccc(F)c2)C1)CCc1ccccc1 (centres undefined) | -26% | -0.9% | 6% | 8% | -9%
44 | Cc1cc(Nc2cccc(Cl)c2)c2ccccc2n1 | -19% | -0.3% | 21µM* | -5% | u
45 | CCCn1c(SCC(N)=O)nnc1C(C)C | 13% | -0.6% | -2% | 24% | 0%

No. | pAkt inh | EPAC2 ag | CCT modulator | MmCpn inh
37 | i | 8% | -1.4 | 0%
38 | i | -6% | 1.8 | -2%
39 | i | -6% | -1.3 | 3%
40 | i | -7% | 0.3 | -1%
41 | i | 1% | 0.7 | 0%
42 | i | -5% | -2.9 | -1%
43 | i | 0% | -4.8 | 4%
44 | i | 7% | -5.4 | 0%
45 | i | 10% | 2.4 | 2%

Assay outcomes: PubChem BioAssay, National Center for Advancing Translational Sciences (NCATS)

These rows are one share of the data. The share of hits here may be higher or lower than overall.
